HepG2 viability = qHTS for Inhibitors of TGF-b: Cytotox Counterscreen | HepG2 CAGA-GFP viability, ATP luminescence, 18 h | Potency, µM (doses to about 46.1 µM), inactives show at the top dose activity change, negative = cytotoxicity, most hits filed as cytotoxic | 410,000 tested, 0.76% active | AID 588856, 2011; further: some results filed as inactive show a strong effect at the top dose
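CellTiter-Glo luminescence gave cytotoxicity after 18 hours at 37 degrees C. The cells were HepG2 CAGA-GFP in 1% FBS DMEM, stimulated with 500 pg/mL TGF-beta after compound addition. %Activity was normalised to no-cell wells (complete cell-killing) and DMSO (no toxicity), and curves were fitted and classified.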
ATXN2 expr inh = Primary qHTS for Inhibitors of ATXN expression; HEK-293 ATXN2-luciferase reporter, luminescence, 24 h; Potency, µM (doses to about 57 µM), for inactives: top-dose activity change, negative = inhibition, usual class: inhibitors; 360,000 tested, 0.72% active; further: on the % scale 0 is the no-effect control and ±100 the full control effect; nearly all actives have a fitted effect of over 55% in size
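ATXN2-luciferase reporter cells (luciferase flanked by upstream and downstream ATXN2 gene portions) were treated 24 h at 37 °C with compounds at up to 57 uM. SteadyGlo luminescence gave expression; GF-AFC fluorescence gave viability.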
Nrf2 ARE act = qHTS of Nrf2 Activators; AREc32 ARE-luciferase reporter (MCF7-derived line), luminescence, 24 h; Potency, µM (highest dose often 46.1 µM), for inactives: top-dose activation, actives largely listed as activators; 410,000 tested, 0.31% active; further: % of control where 0% means no effect; nearly all actives have a fitted effect of over 65% in size
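Cells of the AREc32 ARE-luciferase line are plated in OPTI-MEM containing 5% FBS and left overnight at 37 deg C. Compounds are pinned in, incubation continues 24 hr, and firefly luciferase signal is then measured.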
A549 tox = Nrf2 qHTS screen for inhibitors: counterscreen for cytotoxicity. A549 ARE-Fluc cells, CellTiter-Fluor viability, 18-24 h. 390,000 tested, 0.16% active. Potency, µM (highest dose often 46 µM), for the others: at the highest dose activity change, negative = cytotoxicity, most hits filed as inhibitors; further: on the % scale 0 is the no-effect control and ±100 the full control effect
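A549 ARE-Fluc cells in 5% FBS OPTI-MEM, 5000 cells/well, rested 2 h then exposed to compounds in concentration-response for 18-24 h at 37 °C. Viability by CellTiter-Fluor fluorescence (Ex 405/Em 525) after 30 min; luciferase luminescence (BugLite, 15 min, RT) read afterwards.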
ATXN viability = Viability Counterscreen for Primary qHTS for Inhibitors of ATXN expression; AID 651635, 2014; S2 cells (HEK-293 line with an ATXN2-luciferase reporter) viability, CellTiter-Fluor protease fluorescence, 24 h; Potency, µM (top dose mostly 56.7 µM), hits mostly cytotoxic; 400,000 tested, 0.49% active; further: nearly all actives have a fitted effect of over 40% in size
EPAC2 antag = qHTS for Antagonist of cAMP-regulated guanine nucleotide exchange factor 2 (EPAC2): primary screen. Potency, µM (series often up to 114 µM), without a hit: top-dose activity, negative = inhibition, hits mostly inhibitors. 360,000 tested, 0.18% active. EPAC2 GEF exchange of Rap1B-BODIPY-GDP, fluorescence; further: on the % scale 0 is the no-effect control and ±100 the full control effect; nearly all actives have a fitted effect of over 45% in size; many of its hits are not listed in these tables
Target sequence (Q8WZA2 whole entry, looked up): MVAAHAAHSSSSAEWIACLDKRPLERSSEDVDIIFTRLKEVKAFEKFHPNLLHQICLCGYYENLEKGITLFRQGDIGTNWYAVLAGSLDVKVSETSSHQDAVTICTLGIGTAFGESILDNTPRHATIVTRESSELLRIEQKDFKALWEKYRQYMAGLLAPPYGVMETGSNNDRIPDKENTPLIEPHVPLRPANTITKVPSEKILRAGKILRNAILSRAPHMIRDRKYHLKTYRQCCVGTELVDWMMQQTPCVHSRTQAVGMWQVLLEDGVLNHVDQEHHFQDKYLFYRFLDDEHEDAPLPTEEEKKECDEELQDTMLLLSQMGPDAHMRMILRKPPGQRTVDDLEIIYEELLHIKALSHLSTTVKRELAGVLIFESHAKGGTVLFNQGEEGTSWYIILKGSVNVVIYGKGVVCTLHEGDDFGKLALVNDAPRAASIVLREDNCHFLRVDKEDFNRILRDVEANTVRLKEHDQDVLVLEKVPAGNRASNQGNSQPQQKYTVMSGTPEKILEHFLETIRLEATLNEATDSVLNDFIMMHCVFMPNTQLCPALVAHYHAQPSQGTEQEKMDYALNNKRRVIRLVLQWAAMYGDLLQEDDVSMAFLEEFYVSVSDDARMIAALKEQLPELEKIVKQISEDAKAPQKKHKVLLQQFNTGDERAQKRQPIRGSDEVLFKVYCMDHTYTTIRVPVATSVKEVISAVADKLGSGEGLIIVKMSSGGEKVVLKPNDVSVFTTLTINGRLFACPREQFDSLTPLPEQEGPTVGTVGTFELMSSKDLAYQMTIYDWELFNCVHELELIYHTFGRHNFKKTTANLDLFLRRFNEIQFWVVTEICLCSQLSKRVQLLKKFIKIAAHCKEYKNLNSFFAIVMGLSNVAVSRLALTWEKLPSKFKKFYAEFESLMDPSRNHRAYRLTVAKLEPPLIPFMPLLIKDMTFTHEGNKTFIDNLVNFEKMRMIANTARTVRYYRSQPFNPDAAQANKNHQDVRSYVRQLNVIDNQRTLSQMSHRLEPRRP
Nrf2 inh = Nrf2 qHTS screen for inhibitors. A549 ARE-Fluc reporter, luciferase luminescence, 18-24 h. Potency, µM (highest dose often 46 µM), inactives show at the highest dose activity change, negative = inhibition, hits mostly inhibitors. 360,000 tested, 2.1% active; further: on the % scale 0 is the no-effect control and ±100 the full control effect; nearly all actives have a fitted effect of over 60% in size
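A549 ARE_Fluc cells (5000/well, 5% FBS OPTI-MEM) pre-incubated 2 h, then treated with compounds 18-24 h at 37C/5% CO2 in concentration-response. CellTiter-Fluor viability read first; BugLite luciferase luminescence after 15 min at room temperature gives Nrf2 activity.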
TGFb SMAD3 inh = qHTS for Inhibitors of TGF-b; 410,000 tested, 1.2% active; HepG2 CAGA-GFP TGF-b/SMAD3 reporter, GFP fluorescence, 18 h; TGF-beta stimulated, 500 pg/mL final; Potency, µM (top dose mostly 46.1 µM), inactives show top-dose activity, negative = inhibition, actives largely listed as inhibitors; further: on the % scale 0 is the no-effect control and ±100 the full control effect; nearly all actives have a fitted effect of over 65% in size
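Using HEPG2 CAGA-GFP reporter cells at 1000 cells/well, we pinned test compounds, stimulated with recombinant TGF-beta (500 pg/mL final) and measured total well GFP after 18 h.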
MCF10A rerep = A quantitative high throughput screen for small molecules that induce DNA re-replication in MCF 10a normal breast cells; Potency, µM (series often up to 46.1 µM), for the others: at the top dose activity, positive = re-replication, hits mostly activators; 350,000 tested, 2.9% active; MCF 10A DNA re-replication, Hoechst nuclear intensity, 48 h; AID 624296, 2012; further: % of control where 0% means no effect; nearly all actives have a fitted effect of over 50% in size
An asterisk follows results filed as active; i = inactive; ? = inconclusive; . = no result given; [ ] = dose if it differs, or a comment. The call rests on the fitted dose curve; in most records, active means well fitted curve in the direction sought with a large enough effect; inconclusive means small, poorly fitted or top-dose-only effect, or another doubt; inactive means no such curve, though single readings can be large; an effect the other way counts as inactive or inconclusive. Potency means the concentration at half of the fitted maximal effect. These rows are one share of the data; rates above refer to the full screens.

No. | SMILES | HepG2 viability | ATXN2 expr inh | Nrf2 ARE act | A549 tox | ATXN viability | EPAC2 antag | Nrf2 inh | TGFb SMAD3 inh | MCF10A rerep
1 | COc1ccc(N(CC(=O)NCCSCc2c(F)cccc2Cl)S(C)(=O)=O)cc1OC | 4% | -2% | -0.6% | 4% | i | 8% | 10% | -1% | 1%
2 | Cc1csc(NC(=O)[C@@H]2CCCN2C(=O)c2cccs2)n1 | -14% | 0% | 1.9% | -2% | i | 15% | -13% | 8% | 6%
3 | CCN(CC)c1ncnc2c1ncn2[C@H]1CN(Cc2ccccc2)C[C@@H](COC(C)=O)O1 | 3% | -39% | 0.5% | . | i | 1% | . | 5% | .
4 | CCCC(=O)N1CCC1(C)C(=O)Nc1ccc(-n2cncn2)cc1 (configuration not stated) | 16% | 3% | -1.3% | . | i | -7% | . | -2% | .
5 | Cc1cc(C(F)(F)F)nc2c(Cl)c(C(C)(C)C)nn12 | 2% | 7% | -0.5% | -4% | i | -5% | 0% | -8% | 4%
6 | Cc1ccc(SC(=O)COc2ccccc2C)cc1 | -23% | 3% | 0.0% | -18% | i | -1% | -10% | 5% | ?
7 | O=C(NCc1nc2ccccc2[nH]1)C1=C[C@H](c2ccccc2)C[C@H](OCCCCO)O1 | -1% | 9% | 2.6% | 2% | i | -11% | 6% | ? | -13%
8 | O=C(CCCn1cc([N+](=O)[O-])cn1)Nc1cccnc1 | 6% | 8% | -0.2% | -5% | i | 0% | 1% | -1% | -3%
9 | CC1CCCC(C)N1C(=O)COC(=O)/C=C/c1ccco1 (configuration not stated) | -1% | 46%[activator] | ? | 3% | i | -2% | ? | -14% | 0%
10 | COc1ccc(CNC(=O)C(=O)Nc2ccc(OC)cc2OC)cc1 | 3% | 7% | 0.4% | 1% | i | . | 7% | 1% | .
11 | O=C(Nc1ccc(N2CCCC2)c(Cl)c1)c1cccc(-c2cc3ccccc3oc2=O)c1 | 5% | -17% | 0.4% | -2% | i | 2% | -6% | -26% | ?
12 | O=C(CN1C(=O)COc2ccc(Cl)cc21)Nc1ccc(N2CCOCC2)cc1 | -38% | 1% | -0.4% | 13% | i | 1% | 12% | -25% | 2%
13 | COc1cc(C=C2CCCC(=Cc3ccc(OCC4CO4)c(OC)c3)C2=O)ccc1OCC1CO1 (configuration not stated) | -53% | . | -4.6% | . | ? | 5% | . | ? | .
14 | O=C(CN1CCN(S(=O)(=O)N2CCCCCC2)CC1)Nc1ccc(Br)cc1 | -19% | -8% | 2.8% | -3% | ? | -5% | -21% | 5% | 0%
15 | CN(CC(=O)Nc1c(Cl)cccc1Cl)C(=O)c1ccc2nc[nH]c2c1 | -6% | 1% | -1.0% | -3% | i | 8% | 4% | -9% | 2%
16 | CCOC(=O)c1nc2cc3n(c(CC(C)C)c-2c1C)CC(C)=C3C | -20% | -23% | -0.2% | 2% | i | 0% | -2% | -13% | ?
17 | O=C(Nc1cccc(S(=O)(=O)N2CCOCC2)c1)C1CCCCN1S(=O)(=O)c1ccccc1 (configuration not stated) | -1% | -5% | 1.8% | -1% | i | 5% | -24% | -12% | 1%
18 | CCCN(C(=O)Cn1cnc2onc(-c3ccc(F)cc3)c2c1=O)c1cccc(Cl)c1 | -12% | -10% | -0.9% | -2% | i | . | 15% | -4% | .
19 | Cc1ccc2c(c1)CO[C@]21O[C@H](CCO)C[C@H](O)[C@H]1O | -13% | 4% | 0.5% | . | i | 9% | . | 26% | .
20 | Cc1cc2c(cc1C)N(Cc1ccc(Cl)cc1)C1=NCCCN12 | -85% | ? | 1.0% | -20% | ? | 6% | 2% | ? | 21%

Other results follow:
No. | SMILES | HepG2 viability | ATXN2 expr inh | Nrf2 ARE act | A549 tox | ATXN viability | EPAC2 antag | Nrf2 inh | TGFb SMAD3 inh | MCF10A rerep
21 | O=C1c2ccccc2-c2c1cccc2C(=O)N1CCCCC1 | 4% | 3% | 0.0% | -7% | i | -1% | -10% | 0% | 0%
22 | O=c1[nH]c(SCc2nc3c(cnn3-c3ccccc3)c(=O)[nH]2)nc2ccccc12 | -13% | 67%[activator] | -0.3% | -16% | i | 13% | . | 4% | ?
23 | O=C(Nc1cccc2c1CCCC2)c1ccc(F)cc1 | 6% | 13% | 0.2% | -4% | i | 14% | -4% | -4% | -2%
24 | CC(=O)N1CC(C)Sc2ccc(S(=O)(=O)NCCc3cccc(C)c3)cc21 (configuration not stated) | -9% | -23% | -0.3% | -2% | i | -14% | ? | ? | 4%
25 | COc1cc(S(=O)(=O)n2nnc3ccccc32)c(OC)cc1Cl | 5% | 6% | 0.2% | -3% | i | -5% | 12% | -9% | 2%
26 | Cc1ccc(-c2noc(-c3ccc(NCC4CCCO4)c([N+](=O)[O-])c3)n2)cc1 (configuration not stated) | 13% | 15% | 0.4% | 2% | i | . | ? | 28% | .
27 | O=C(/C=C/Nc1ccccc1)C(F)(F)F | 0% | -16% | 0.0% | 8% | i | -5% | ? | 15% | 6%
28 | CC(C)Oc1ccc(CNC(=O)c2ccc3nc(N4CCOCC4)sc3c2)cc1 | -21% | 1% | 0.2% | -1% | i | -4% | -26% | ? | 3%
29 | CN(C)CCN(Cc1ccco1)S(=O)(=O)c1csc(C(N)=O)c1 | -5% | 0% | 0.0% | 2% | i | 3% | 17% | -1% | 6%
30 | Cc1ccc(NC(=O)Nc2ccc3c(c2)OCO3)c(Br)c1 | 11% | 13% | 0.2% | -10% | i | 5% | -2% | 1% | -1%
31 | O=c1c2ccccc2ncn1Cc1ccc(Cl)cc1 | -47% | 0%[11.3 µM] | 1.7% | 16% | ? | 0% | -15% | -15% | 8%
32 | Cc1ccccc1C(=O)Nc1nnc2n1CCS2 | -6% | 13% | -0.5% | 5% | i | . | . | 3% | .
33 | Cc1[nH]c2ccccc2c1C(=O)CN1CC(C)OC(C)C1 (configuration not stated) | -4% | -19% | -1.1% | 0% | ? | -2% | -3% | 5% | 2%
34 | COc1ccc(N2CCN(C(=O)NC3CCCCC3)CC2)cc1 | -49% | -17% | 0.4% | 7% | i | -6% | . | 12% | 0%
35 | COc1ccc2nc(N/C(=N/S(=O)(=O)c3cccs3)c3ccccc3Cl)sc2c1 | -4% | 4% | 0.0% | 5% | i | -14% | 5% | -4% | -1%
36 | COc1cc2c(cc1OC)C(c1cc3cc4c(cc3[nH]c1=O)OCO4)N(C(=O)C1CC1)CC2 (configuration not stated) | -13% | 8% | -0.6% | 2% | i | 7% | -23% | 16% | -2%
37 | CCOc1ccc(N(C(=O)c2ccc(S(=O)(=O)N3CCCC3)cc2)C2C=CS(=O)(=O)C2)cc1 (configuration not stated) | 9% | -2% | -0.3% | -4% | i | 3% | -12% | -2% | ?
38 | COc1ccc2nc(-c3ccc(Cl)cc3)cc(C(=O)O)c2c1 | -19% | 27% | 5.9% | 0% | i | -7% | 0% | -8% | 4%
39 | Cc1ccc([C@@H]2CC(=O)[C@@H]3CN(S(=O)(=O)c4ccc(C)cc4)[C@H](c4cccc(Cl)c4)C[C@@H]3N2S(=O)(=O)c2ccc(Cl)cc2)cc1 | -3% | 0% | -0.2% | . | i | 5% | . | 15% | .
40 | CCOC(=O)c1c(C)n(C)c2ccc(OC)c(NS(=O)(=O)c3ccc(Cl)s3)c12 | -7% | 6% | 2.3% | 0% | i | -3% | -11% | 0% | 2%

Brought forward from above: two entries; new compounds follow.
No. | SMILES | HepG2 viability | ATXN2 expr inh | Nrf2 ARE act | A549 tox | ATXN viability | EPAC2 antag | Nrf2 inh | TGFb SMAD3 inh | MCF10A rerep
39 | Cc1ccc([C@@H]2CC(=O)[C@@H]3CN(S(=O)(=O)c4ccc(C)cc4)[C@H](c4cccc(Cl)c4)C[C@@H]3N2S(=O)(=O)c2ccc(Cl)cc2)cc1 | -3% | 0% | -0.2% | . | i | 5% | . | 15% | .
40 | CCOC(=O)c1c(C)n(C)c2ccc(OC)c(NS(=O)(=O)c3ccc(Cl)s3)c12 | -7% | 6% | 2.3% | 0% | i | -3% | -11% | 0% | 2%
41 | CN(C(=O)c1ccc(OCC=C(c2ccccc2)c2ccccc2)cc1)c1ccccc1I | -14% | . | . | 4% | . | . | 13% | -22% | .
42 | CCOc1ccc(N2C(=O)/C(=C\c3ccc(O)c(OC)c3)S(=O)(=O)C2c2cccc([N+](=O)[O-])c2)cc1 (configuration not stated) | 3% | . | 3.0% | 1% | i | -7% | 10% | 1% | -1%
43 | Cc1ccccc1Cn1c(NC2CCCC2)nc2c1c(=O)[nH]c(=O)n2C | -3% | 2% | -0.2% | 1% | i | 0% | 4% | 2% | 14%
44 | S=c1[nH]nc(C2CCCCC2)n1/N=C/C(Cl)=C\c1ccccc1 | -26% | 4% | 3.2%[9.22 µM] | 13% | i | -10% | 0% | ? | ?
45 | Cc1nn(-c2ccccc2)c(N)c1C(c1ccc(C(C)C)cc1)c1c(C)nn(-c2ccccc2)c1N | 7% | -2% | -0.4% | -2% | ? | 2% | 6% | 8% | -2%
46 | CCn1c2ccccc2c2cc(N=C3SC(CC(=O)Nc4ccccc4)C(=O)N3C)ccc21 (configuration not stated) | -65% | -27% | -0.1% | ? | i | -4% | ? | 2% | 23%

Profiles from above:
CCOc1ccc(N2C(=O)/C(=C\c3ccc(O)c(OC)c3)S(=O)(=O)C2c2cccc([N+](=O)[O-])c2)cc1 (configuration not stated) reads HepG2 viability = 3%; ATXN2 expr inh = .; Nrf2 ARE act = 3.0%; A549 tox = 1%; ATXN viability = i; EPAC2 antag = -7%; Nrf2 inh = 10%; TGFb SMAD3 inh = 1%; MCF10A rerep = -1%
CCn1c2ccccc2c2cc(N=C3SC(CC(=O)Nc4ccccc4)C(=O)N3C)ccc21 (configuration not stated) reads HepG2 viability = -65%; ATXN2 expr inh = -27%; Nrf2 ARE act = -0.1%; A549 tox = ?; ATXN viability = i; EPAC2 antag = -4%; Nrf2 inh = ?; TGFb SMAD3 inh = 2%; MCF10A rerep = 23%
CN(C(=O)c1ccc(OCC=C(c2ccccc2)c2ccccc2)cc1)c1ccccc1I reads HepG2 viability = -14%; ATXN2 expr inh = .; Nrf2 ARE act = .; A549 tox = 4%; ATXN viability = .; EPAC2 antag = .; Nrf2 inh = 13%; TGFb SMAD3 inh = -22%; MCF10A rerep = .
